Assay outcomes: PubChem, The Scripps Research Institute Molecular Screening Center
V1R ag counter: activates human V1a receptor in oxytocin agonist counter-screen; P37288; CHO-V1R cells, Fluo-8 calcium fluorescence, agonist mode; 0% DMSO, 100% 3 nM vasopressin; activation, % at 3 µM; 0.25% of 320,000 active;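 active means activation above the mean activation of all tested compounds plus 3 SD, per screening run, cut at about 20% in these data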;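 further: signal is peak over basal fluorescence ratio across a 100 second FLIPR read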
Target sequence (P37288 whole entry, looked up): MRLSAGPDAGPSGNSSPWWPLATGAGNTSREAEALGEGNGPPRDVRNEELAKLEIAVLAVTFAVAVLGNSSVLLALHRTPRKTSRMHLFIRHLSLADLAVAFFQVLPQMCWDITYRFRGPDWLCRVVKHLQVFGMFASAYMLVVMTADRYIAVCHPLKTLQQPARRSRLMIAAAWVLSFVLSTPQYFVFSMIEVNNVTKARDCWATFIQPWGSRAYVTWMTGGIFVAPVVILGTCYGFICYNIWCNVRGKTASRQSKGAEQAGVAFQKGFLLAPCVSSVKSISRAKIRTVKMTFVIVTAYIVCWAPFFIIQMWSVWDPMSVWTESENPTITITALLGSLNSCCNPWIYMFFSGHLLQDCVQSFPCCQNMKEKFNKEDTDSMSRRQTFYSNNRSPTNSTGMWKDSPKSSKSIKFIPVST
OXTR agonist: activates the human oxytocin receptor. AID 2435. P30559. activation, % at 3 µM. 0.32% of 320,000 active. CHO-OTR cells, Fluo-8 calcium fluorescence; normalized: DMSO 0%, oxytocin 100%;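 active means activation above the mean of all tested compounds plus 3 SD, cutoff set per screening run, cut at about 20% in these data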;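 further: peak over basal fluorescence ratio from a 100 s FLIPR kinetic read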
GalR3 antag: antagonists of human GalR3 | HEK293 GalR3-CNG cAMP membrane potential fluorescence; galR3 body fused to GalR1 C-terminus | inhibition, % at 3 µM | 0.44% of 360,000 active;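 active means inhibition above the screen-wide average plus 3 SD, cut at about 13% in these data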;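 further: forskolin and galanin both at EC90 stimulate the cells; cAMP rise reported by CNG channel membrane potential dye signal; 0% = forskolin plus galanin with DMSO and 100% = forskolin alone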
Target sequence (O60755 1-299 limits assumed): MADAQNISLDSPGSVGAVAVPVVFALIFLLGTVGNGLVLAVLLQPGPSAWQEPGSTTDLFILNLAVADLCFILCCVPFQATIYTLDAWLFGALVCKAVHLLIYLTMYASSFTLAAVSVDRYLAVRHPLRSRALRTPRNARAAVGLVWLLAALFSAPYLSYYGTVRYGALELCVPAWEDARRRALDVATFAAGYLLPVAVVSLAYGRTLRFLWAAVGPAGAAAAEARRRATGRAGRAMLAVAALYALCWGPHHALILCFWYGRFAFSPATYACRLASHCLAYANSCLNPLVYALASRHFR
* hit, by the source's call.

Every second line gives: V1R ag counter	OXTR agonist	GalR3 antag
1	Nc1cc(N)nc(SCC(=O)Nc2cccc(S(=O)(=O)N3CCCCC3)c2)n1
  -0.3	-0.2	-3
2	Cc1cc(NC(=O)CSCC(=O)Nc2ccc(C)c(C)c2)no1
  -0.7	-2.2	-5
3	CCOc1ccc(NS(=O)(=O)c2cc(C(=O)N3CC(C)OC(C)C3)ccc2C)cc1 (stereo not drawn)
  -1.5	-2.3	-5
4	O=C(CCC(=O)c1ccc(F)cc1)NN1C(=O)NC2(CCCCC2)C1=O
  0.0	-0.8	2
5	O=C(c1cccc([N+](=O)[O-])c1)N1CCN(S(=O)(=O)/C=C/c2ccccc2)CC1
  0.9	-1.6	-1
6	Cc1csc(=O)n1CC(=O)OCC(=O)NNC(=O)c1ccc([N+](=O)[O-])cc1
  -0.7	0.8	-2
7	C#CCOCCOCCOCCNc1nc(N2CCN(C(=O)Cn3cc(CCCCN)nn3)CC2)nc(N2CCN(C(=O)Cn3cc(CCCN=C(N)N)nn3)CC2)n1
  1.2	3.6	-5
8	NS(=O)(=O)c1cccc(NC(=O)COC(=O)c2cc([N+](=O)[O-])ccc2N2CCCC2)c1
  1.0	1.8	-5
9	C[C@H]1O[C@H](O[C@H]2[C@H](O[C@@H]3CC[C@@]4(C)C(CC[C@]5(C)C4CC=C4[C@@H]6CC(C)(C)CC[C@]6(C(=O)O[C@@H]6O[C@H](CO)[C@@H](O)[C@H](O)[C@H]6O)CC[C@]45C)C3(C)C)O[C@H](C(=O)O)[C@@H](O)[C@@H]2O)[C@@H](O)[C@@H](O)[C@@H]1O (stereo partly drawn)
  0.8	1.1	-1
10	CN(C(=O)c1ccccc1C(=O)OCC(=O)Nc1cccc(Br)c1)c1ccccc1
  -0.1	-1.4	-5
11	CC1O[C@@H](OC2C(O)C(C)O[C@H](OC(=O)[C@]34CCC(C)(C)C[C@H]3C3=CCC5[C@@]6(C)CC(O)C(O[C@@H]7OC(CO)C(O)[C@@H](O)[C@@H]7O)[C@@](C)(C(=O)O)C6CC[C@@]5(C)[C@]3(CO)CC4)C2O[C@H]2OC(C)[C@@H](O[C@@H]3OCC(O[C@@H]4OC(CO)C(O)[C@H](O)C4O)[C@@H](O)[C@@H]3O)[C@H](O)C2O)C(O)C(O)C1O (stereo partly drawn)
  2.0	2.1	-3
12	CCN(C(=O)COC(=O)c1ccc([N+](=O)[O-])o1)C1CCCCC1
  1.5	1.6	0
13	O=C(CC1SC(N2CCOCC2)=NC1=O)Nc1ccc(Cl)c(C(F)(F)F)c1 (stereo not drawn)
  4.2	11	-5
14	CC(=O)Nc1ccc(C2=CC(=O)C[C@H](c3ccc4c(c3)OCO4)C2)cc1
  2.7	1.9	0
15	Cc1nn(-c2ccccc2)c(C)c1C(=O)OCC(=O)N(C)c1c(N)n(Cc2ccccc2)c(=O)[nH]c1=O
  0.2	-0.3	-2
16	COc1ccccc1CN(C)C(=O)c1cccc(S(=O)(=O)N2CCc3ccccc3C2)c1
  1.7	-1.3	-2
17	NC(=O)C1CCN(C(=O)CN(c2ccc3c(c2)OCCO3)S(=O)(=O)c2ccccc2)CC1
  -0.4	0.5	-6
18	Cc1ccc(NC(=O)/C=C/c2ccco2)cc1S(=O)(=O)N1CCCCCC1
  1.4	0.1	-7
19	CCOc1ccc(S(=O)(=O)N2CCOCC2)cc1NC(=O)C1=COCCO1
  -1.1	1.1	-3
20	Cn1c(SCC(=O)c2ccccc2)ncc(C(=O)Nc2ccc(F)cc2)c1=O
  1.6	0.1	0
21	CC(C)(C)N(Cc1ccccc1)C(=O)COC(=O)CNS(=O)(=O)c1ccc2ccccc2c1
  1.3	0.7	-4
22	COc1ccc(CCNC(=S)N2CCN(S(=O)(=O)c3ccccc3)CC2)cc1
  3.0	5.0	-4
23	COc1ccc(CCC(=O)c2ccc(OC)cc2)cc1
  -0.9	-2.3	-6
24	CCN1C(=O)NC(c2ccccc2)C1=O (stereo not drawn)
  0.0	0.6	-1
25	Cc1c(C(=O)Nc2nnc(C3CC3)s2)oc2c(Cl)cccc12
  -0.1	-1.6	0
26	Cc1noc(C)c1NC(=O)N(C)C[C@H]1Oc2c(NC(=O)Nc3ccccc3)cccc2C(=O)N([C@H](C)CO)C[C@@H]1C
  0.4	1.5	-7
27	Cc1nc2ccc(NC(=O)C3=NN(C)C(=O)CC3)cc2s1
  0.2	0.4	-4
28	Cc1ccccc1-c1nnc(SCC(=O)NCC2CCCO2)o1 (stereo not drawn)
  0.8	0.9	-2
29	Cc1noc(C)c1C(=O)N(C)CC(=O)Nc1ccc(F)c(F)c1F
  0.5	1.1	-3
30	CCOc1ccc(CCNC(=O)COC(=O)c2oc3ccccc3c2COC)cc1OCC
  -0.9	-3.0	-6

Down the list, from the results shown.
Nos. 20–24 in GalR3 antag, in turn: 0, -4, -4, -6, -1
Nos. 20–24 in V1R ag counter, in turn: 1.6, 1.3, 3.0, -0.9, 0.0
Nos. 20–24 in OXTR agonist, in turn: 0.1, 0.7, 5.0, -2.3, 0.6

Whole records as entered above:
Profile of Cc1cc(NC(=O)CSCC(=O)Nc2ccc(C)c(C)c2)no1 = V1R ag counter: -0.7; OXTR agonist: -2.2; GalR3 antag: -5
Profile of Cc1noc(C)c1C(=O)N(C)CC(=O)Nc1ccc(F)c(F)c1F = V1R ag counter: 0.5; OXTR agonist: 1.1; GalR3 antag: -3
Profile of CCN(C(=O)COC(=O)c1ccc([N+](=O)[O-])o1)C1CCCCC1 = V1R ag counter: 1.5; OXTR agonist: 1.6; GalR3 antag: 0

The list continues:
Every second line gives: V1R ag counter	OXTR agonist	GalR3 antag
31	COc1ccccc1-c1sc2cc3c(cc2c1C#CCO)OCO3
  0.2	-0.8	-7
32	Cc1n[nH]c(=O)c2c(NC(=O)COC(=O)/C=C/c3cccc(C(F)(F)F)c3)oc(C)c12
  -0.9	-1.9	-4
33	O=C1CC/C=C\C[C@@H](CC(=O)N(CCO)Cc2ccccc2)C(=O)N[C@H](Cc2ccccc2)CO1
  0.0	1.4	0
34	O=C(Nc1ccc(C(F)(F)F)cc1)c1cccc(-n2cnnn2)c1
  5.5	2.2	-2
35	CC(NC(=O)COc1ccc(S(=O)(=O)N2CCOCC2)cc1)c1ccccc1 (stereo not drawn)
  1.1	1.5	-5
36	Cc1ccc(C2=CC(=O)C[C@H](c3ccc(F)cc3)C2)cc1
  0.9	-0.8	1
37	O=C(Nc1ccc(Nc2ccccc2)cc1)c1ccccc1
  1.3	1.5	-6
38	C[C@@H]1CN([C@@H](C)CO)C(=O)Cc2cc(NS(=O)(=O)c3ccccc3)ccc2O[C@H]1CN(C)S(C)(=O)=O
  1.1	0.3	0
39	CCCCn1c(N)c(N(CCOC)C(=O)c2cc(CC)c(C)s2)c(=O)[nH]c1=O
  -0.9	-0.6	-5
40	C=CCn1c(SCC(=O)Nc2c(C)n(C)n(-c3ccccc3)c2=O)nnc1-c1cccnc1
  1.0	1.9	-6
41	COc1cc(C(=O)N2CCN(CC(O)COc3ccccc3)CC2)cc(OC)c1OC (stereo not drawn)
  4.4	0.5	-4
42	Cc1ccc(C(=O)CN2C(=O)NC3(CCc4ccccc43)C2=O)s1 (stereo not drawn)
  0.2	1.2	-4
43	COc1ccc(C(CNC(=O)C(C)Oc2ccc(Br)cc2)N2CCCCC2)cc1 (stereo not drawn)
  1.5	2.0	-10
44	CN(C)S(=O)(=O)c1ccc(N2CCCC2)c(C(=O)NNC(=O)c2ccccc2)c1
  0.7	0.2	-4
45	Cc1ccc(S(=O)(=O)N2CCOCC2)cc1NC(=O)COC(=O)C1(C)CC1(Cl)Cl (stereo not drawn)
  2.1	3.4	-5
46	COc1ccc(C2=CN(Cc3ccccc3)C(c3ccccc3)CC2=O)cc1 (stereo not drawn)
  -1.1	-2.0	-1
47	COCCN(C(=O)CSCC(=O)Nc1ccc(C)cc1)c1c(N)n(CC(C)C)c(=O)[nH]c1=O
  0.0	0.4	-1
48	COc1ccccc1NC(=O)CSc1ccc(-c2ccc(-n3cccn3)cc2)nn1
  -0.5	-1.8	0
49	Cc1cc(C)c(C(=O)NCC(=O)c2ccccc2)c(C)c1
  0.5	1.2	-6
50	CN(C)CCNc1oc(-c2ccccc2Cl)nc1S(=O)(=O)c1ccccc1
  1.0	2.0	-7
51	CN(C)c1ccc(S(=O)(=O)NCC(=O)NCCOc2ccccc2F)cc1[N+](=O)[O-]
  1.0	-1.3	-5
52	O=C(Cc1ccsc1)Nc1ccc2c(c1)OCO2
  0.5	0.5	-3
53	CCCCc1ccc(NC(=O)C2CCCC2)cc1
  -0.8	-2.5	3
54	O=C(CCNC(=O)c1ccc([N+](=O)[O-])cc1)Nc1cc(Cl)ccc1N1CCOCC1
  -0.7	-0.7	-3
55	CCC(OC(=O)C(CC(C)C)NC(=O)c1ccccc1)C(=O)Nc1nnc(C)s1 (stereo not drawn)
  -0.6	-1.7	6
56	CCCCOc1ccc(C(=O)OCC(=O)N2CCCCCC2)cc1
  7.6	5.3	-6
57	CC1CC(C)CN(C(=O)CSc2n[nH]c(N)n2)C1 (stereo not drawn)
  0.1	0.6	-5
58	C[C@H]1COC(=O)[C@H](Cc2ccc(F)cc2)CC/C=C/C[C@@H](CC(=O)N[C@@H](CO)Cc2ccccc2)C(=O)N1
  -0.3	0.0	-4
59	CN(CC(=O)Nc1ccccc1Cl)C(=O)c1cccc(-n2cccc2)c1
  -1.4	-2.2	-4
60	CN1CCN(C2Cc3ccc(F)cc3Sc3cc(F)c(Cl)cc32)CC1 (stereo not drawn)
  5.0	7.7	-12
61	COc1cc(OC)cc(C(=O)NNC(=O)c2ccc3c(c2)OCCO3)c1
  0.6	2.6	-3
62	O=C(COC(=O)COc1ccccc1)Nc1cccnc1Cl
  1.6	2.6	-1
63	CC(=O)Nc1ccc(S(=O)(=O)NCc2nnnn2-c2ccc(F)cc2)cc1
  -1.0	-0.9	-6
64	O=S(=O)(NCCC1=CCCCC1)c1c(Cl)cccc1Cl
  -0.2	-1.5	-6
65	COc1ccc([C@@H]2CC=C(C(=O)O)[C@H](c3cccc(Cl)c3)N2S(=O)(=O)c2ccccc2C)cc1
  -0.7	-1.4	-1
66	CC(=O)Nc1ccc(S(=O)(=O)NCCC(=O)OC(C)C(=O)NC2(C#N)CCCCC2)cc1 (stereo not drawn)
  0.3	-0.2	-3
67	Cc1cccn2c(=O)nc(SCC(=O)N3CCC(Cc4ccccc4)CC3)nc12
  -0.9	-2.5	-2
68	CCCN(CC(=O)Nc1ccccc1C)C(=O)c1cn2ccccc2n1
  0.5	1.1	1
69	O=C(NCCS(=O)(=O)N1CCN(c2ccccc2)CC1)c1cccs1
  -0.1	-0.4	1
70	COc1ccc(NS(=O)(=O)c2cc(OC)ccc2OC)cc1
  2.5	1.9	-5
71	CCN(CC(=O)Nc1c(F)cccc1F)C(=O)c1ccc(Cl)c(S(=O)(=O)N2CCCC2)c1
  -1.1	0.4	-5
72	COc1cc(-c2nnc(NC(=O)C3=COCCO3)o2)cc(OC)c1OC
  -0.3	0.0	-3
73	COC(=O)c1ccc(/C=C/C(=O)OCC(=O)Nc2ncc(Cl)cc2Cl)cc1
  -0.6	-0.7	1
74	Cc1cccc(CNc2ncnc3ccc(-c4ccoc4)cc23)c1
  0.0	0.1	4
75	N#Cc1ccccc1OCC(=O)NCC(c1ccc(F)cc1)N1CCOCC1 (stereo not drawn)
  0.6	-0.5	-2
76	CC1CCCC(NC(=O)Cn2cc(Br)ccc2=O)C1C (stereo not drawn)
  0.2	0.9	-5
77	COc1ccccc1NS(=O)(=O)c1cccc(C(=O)NCC(c2cccs2)N2CCOCC2)c1 (stereo not drawn)
  3.1	-0.8	-5
78	Cc1ccc(C(CNS(=O)(=O)c2ccc(Cl)cc2)N2CCN(C)CC2)cc1 (stereo not drawn)
  0.9	8.0	-8
79	Cc1cc(C(=O)CN2C(=O)NC(C)(c3cc(F)ccc3F)C2=O)c(C)n1C1CC1 (stereo not drawn)
  9.1	9.9	-3
80	CC(C)CCC1(C)NC(=O)N(CC(=O)NCC(=O)Nc2ccc(F)c(F)c2F)C1=O (stereo not drawn)
  -0.2	-0.2	-4
81	CC(Sc1ccc(S(=O)(=O)N2CCN(C)CC2)cn1)C(=O)NC1CCCCC1 (stereo not drawn)
  0.4	0.4	-6
82	O=Cc1ccc(C(=O)OCC(=O)NCc2ccco2)cc1
  2.6	1.4	-6
83	CCOC(=O)C1=C(COC(=O)[C@H](C)NS(=O)(=O)c2ccc(NC(C)=O)cc2)NC(=O)NC1C (stereo partly drawn)
  0.8	1.1	-6
84	Cc1ccsc1C(=O)OCC(=O)NCCNC(=O)COC(=O)c1sccc1C
  0.5	-0.8	-5
85	Cc1ccc(Nc2nnc(SCC(=O)NCC3CCCO3)s2)cc1 (stereo not drawn)
  0.2	-0.7	-7
86	Cc1cc(SCC(=O)OCC(=O)N2CCCC2=O)c(C)cc1Br
  0.7	-0.6	-4
87	COc1ccc(NC(=O)Cc2ccc(C)c(C)c2)cc1S(=O)(=O)N1CCCCC1
  1.1	-0.2	-2
88	O=C(c1ccc(Cl)cc1)N1CCC(C(=O)N2CCN(c3ncccn3)CC2)CC1
  0.8	0.2	-7
89	Cc1ccc(C2(C)NC(=O)N(CC(=O)N3c4ccccc4NC(=O)CC3C)C2=O)cc1 (stereo not drawn)
  0.1	0.3	-5
90	CCOC(=O)c1ccccc1NC(=O)COC(=O)CSc1ccccc1
  0.3	-1.6	-3

An excerpt; count on the stated rates, not on these rows.
